Bioassay records as filed in PubChem.
Autophagy HCS: autophagy modulation, high-content screen; MEF GFP-LC3 puncta imaging; test concentration mostly 10 µM; 190,000 tested, 0.98% active; calls only at 10 µM (by protocol);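 active = percentage of spot-positive cells more than 3 SD above its plate mean, without a fluorescence outlier flag or 80% toxicity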;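 note: spot-positive cell cutoff set from DMSO-treated cells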
MT stabilize HCS: microtubule stabilizers in HeLa cells; AID 2205; HeLa tubulin immunostaining HCS, 24 h; share of cells brighter than vehicle mean+2SD; 200,000 tested, 0.83% active; % tubulin-high responders, % at 10 µM;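 active = plate Z-score above 3 for both tubulin-high and condensed-nucleus cell shares, with cell loss under 80%, at 10 µM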;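 note: anti alpha tubulin signal scored within the nucleus-defined area of each cell; some results filed as inactive read as strong as hits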
CSM14.1 death rescue: protection against thapsigargin-triggered cell killing – 384-well, CSM14.1, ATP luminescence, primary screen (AID 1222) | CSM14.1 thapsigargin-induced death rescue, ATP luminescence; higher % means a stronger effect | cellular ATP content (survival), % at 20 µM; hits with a dose series show EC50 in µM | 190,000 tested, under 10 active;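 active = EC50 below 50 µM in the dose-response confirmation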;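 note: death triggered by thapsigargin at about 15 µM added after 2 h compound pretreatment; cell ATP read after overnight thapsigargin exposure of roughly 18 to 22 hours; normalized against plate controls of thapsigargin alone and 5% DMSO vehicle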
T cell HTS: T cell immune modulators affecting CD8 T cell-vesicle binding; calls only at 7 µM; 330,000 tested, 0.068% active; AID 2052; 2C CD8+ T cell-vesicle binding, flow cytometry; active compounds read low;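 active = response, share of CD8 T cells binding vesicles, and their 90th percentile fluorescence all below set limits, cut at about 80% in these data, passing the limit was not always enough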
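Assay system – 2C mouse CD8+ T cells · Also added – QL9-loaded Drosophila micro-vesicles · Timing – Cell–vesicle co-incubation 1.5 h at 37 °C, staining 20 min on ice · Signal – flow cytometry of vesicle-bound cells · Measure – percent CD8+ FL2 mean versus row control · Controls – Peptide-free naked vesicles (low) and QL9 vesicles with 0.7% DMSO vehicle (high)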
Lipid droplet: modulators of hepatic lipid droplet formation | AML12 mouse hepatocytes, oleate lipid droplets, BODIPY imaging | inhibition, % at 6.5 µM | 240,000 tested, 0.4% active | AID 1656;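 active = lipid droplet intensity inhibited by at least 50%, with more than 500 cells counted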
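Material: mouse AML12 hepatocyte cell line, fixed after treatment; Timing: compound with oleate, overnight; Technique: high-content imaging of BODIPY-stained droplets and DAPI nuclei; Probe or stimulus: oleate, 100 µM final; Dosing: compound at 6.5 µM only.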
PhoP inhibition: inhibitors of PhoP regulon expression, primary screen, Salmonella Typhimurium, GFP reporter (AID 1863); S. Typhimurium PhoP-regulated promoter GFP reporter, 4 h; higher % means a stronger effect; inhibition, % at 50 µM; hits with a dose series show IC50 in µM; 300,000 tested, 0.16% active;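 active = inhibition over 29.93%, a cutoff 3 SD above the screen mean, later confirmed by dose response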;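 note: 0% = low Mg2+ inducing control and 100% = high Mg2+ repressing control; strong numbers were not always called active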
b-catenin transl: beta-catenin nuclear translocation modulation; HeLa beta-catenin nuclear translocation, immunofluorescence imaging; nuclear translocation activity, % at 5 µM; 190,000 tested, 0.3% active;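 active = nuclear translocation activity above 50% at 5 µM, with a well cell count of 50 or more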;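 note: per-cell ratio of nuclear to cytoplasmic median beta-catenin stain intensity; plate controls were DMSO negative control for no effect and GSK-3 inhibitor IX positive control for full effect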
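assay system = human HeLa cells, endogenous beta-catenin | times = compound treatment 24 h, 37°C, 5% CO2 | detection = Anti-beta-catenin immunofluorescence on PFA-fixed, Triton-permeabilized cells, DAPI nuclei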
Insulin prom up: MIN6 insulin promoter up-regulation; 190,000 tested, 0.3% active; z-score at 5 µM; MIN6 insulin promoter-GFP reporter, high-content imaging; active compounds read high;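 active = z-score above 3 at 5 µM with at least 500 cells counted in the well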
Dynein transport: dynein cargo transport inhibition; 3617.4 mouse cells, GR-EGFP nuclear translocation imaging; test concentration mostly 20 µM; stimulated with dexamethasone, 1 µM; active compounds read low; z-score, hits read low; 220,000 tested, 0.47% active;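 active = plate z-score of nuclear minus cytoplasmic receptor signal below a set negative limit, without overly bright fluorescence or cell loss, cut at about -3.5 in these data, passing the limit was not always enough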;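 note: z-score of nuclear minus cytoplasmic ring GR-EGFP intensity difference per well; some compounds called inactive have numbers as strong as hits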
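Buffer or medium: tetracycline-free induction medium containing charcoal-stripped FBS / Reagent: dexamethasone agonist, 1.0 µM final, for 30 min / Technique: automated 10x imaging of fixed Hoechst-stained cells / Times: induction 48 h, compound 1 h, agonist 30 min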
Dynein transport cytoplasmic EGFP: also measured in Dynein transport; calls as there; z-score; measured here: cytoplasmic GR-EGFP intensity; active compounds read high
Dynein transport nuclear GR-EGFP: further read-out of Dynein transport, marked with its call; z-score; measured here: nuclear GR-EGFP intensity;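 lower value marks the stronger effect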
Dynein transport cell count: second read-out of Dynein transport, no call of its own (marks repeat the call); z-score; measured here: cell count per field
Insulin prom up cell count: further read-out of Insulin prom up, marked with its call; cell count; measured here: cytotoxicity, nuclei count;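 total cells summed across four imaged fields per well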
Lipid droplet cells 6.5 µM: second read-out of Lipid droplet, no call of its own (marks repeat the call); cell count; measured here: cell count, cytotoxicity flag;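 cells counted across two imaged fields per well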
b-catenin transl cell count 5 µM: further read-out of b-catenin transl, marked with its call; cell count; measured here: cell count, cytotoxicity flag
T cell HTS vesicle-bound %: also measured in T cell HTS; calls as there; double positive events, %; measured here: CD8+ vesicle-bound cell fraction;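 binding gate set so that unloaded-vesicle control wells show 10% double positive cells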
MT stabilize HCS Hoechst-high %: further read-out of MT stabilize HCS, marked with its call; % Hoechst-high responders; measured here: nuclear condensation Hoechst responders;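 share of cells brighter than vehicle mean plus two SD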
MT stabilize HCS cytotoxicity %: recorded beside MT stabilize HCS, whose call it bears; toxicity, %; measured here: cytotoxicity by cell density;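 0% = mean cell density of plate MIN control wells and 100% = no cells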
Autophagy HCS cell loss 18 h: also measured in Autophagy HCS; calls as there; toxicity, %; measured here: cell loss, nuclei count;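 cell loss after 18 h compound exposure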
* hit, by the source's call.

How did CC1Cc2ccccc2N1C(=O)CN1C(=O)CN(C)C(=O)c2ccccc21 (stereo unspecified) do in these assays?
Autophagy HCS: inactive; MT stabilize HCS: 2.5; CSM14.1 death rescue: -0.9%; T cell HTS: inactive; Lipid droplet: -0.3; PhoP inhibition: -9.2%; b-catenin transl: -4.8; Insulin prom up: -0.16; Dynein transport: 0.62; Dynein transport cytoplasmic EGFP: -0.129; Dynein transport nuclear GR-EGFP: 0.438; Dynein transport cell count: 0.178; Insulin prom up cell count: 688; Lipid droplet cells 6.5 µM: 713; b-catenin transl cell count 5 µM: 1068; T cell HTS vesicle-bound %: 43.5; MT stabilize HCS Hoechst-high %: 1.8; MT stabilize HCS cytotoxicity %: 6.9; Autophagy HCS cell loss 18 h: 0.5

Results for COc1ccc(CCC(C)Nc2cccc(F)c2)cc1 (stereo unspecified) ?
Autophagy HCS: inactive; MT stabilize HCS: 2.8; CSM14.1 death rescue: -1.5%; PhoP inhibition: -8.5%; b-catenin transl: 8.8; Insulin prom up: 1.3; Dynein transport: 2.29; Dynein transport cytoplasmic EGFP: 0.0631; Dynein transport nuclear GR-EGFP: 1.6; Dynein transport cell count: -1.99; Insulin prom up cell count: 1285; b-catenin transl cell count 5 µM: 1353; MT stabilize HCS Hoechst-high %: 1.4; MT stabilize HCS cytotoxicity %: 3.1; Autophagy HCS cell loss 18 h: -4.7

What do the screens show for `N#Cc1c(NC(=O)CN2CCOCC2)oc(-c2ccccc2)c1-c1ccccc1`?
Autophagy HCS: inactive; MT stabilize HCS: 2.9; CSM14.1 death rescue: 1.5%; T cell HTS: inactive; Lipid droplet: 4.6; PhoP inhibition: -8.9%; Insulin prom up: 0.17; Dynein transport: 1.82; Dynein transport cytoplasmic EGFP: 0.0981; Dynein transport nuclear GR-EGFP: 0.839; Dynein transport cell count: -0.777; Insulin prom up cell count: 1280; Lipid droplet cells 6.5 µM: 746; T cell HTS vesicle-bound %: 28.6; MT stabilize HCS Hoechst-high %: 1.1; MT stabilize HCS cytotoxicity %: 6.8; Autophagy HCS cell loss 18 h: 0.3

What do the screens show for `COc1ccc(N2CCN(C(=O)CSc3nc4[nH]ncc4c(=O)n3-c3ccc(Br)cc3)CC2)cc1`?
Autophagy HCS: inactive; MT stabilize HCS: 4.7; CSM14.1 death rescue: -0.2%; T cell HTS: inactive; Lipid droplet: -36.1; PhoP inhibition: -1.2%; b-catenin transl: -2.5; Insulin prom up: 1.92; Dynein transport: -0.426; Dynein transport cytoplasmic EGFP: -0.337; Dynein transport nuclear GR-EGFP: -0.177; Dynein transport cell count: 0.954; Insulin prom up cell count: 1170; Lipid droplet cells 6.5 µM: 613; b-catenin transl cell count 5 µM: 1090; T cell HTS vesicle-bound %: 25.6; MT stabilize HCS Hoechst-high %: 2.4; MT stabilize HCS cytotoxicity %: 9.6; Autophagy HCS cell loss 18 h: 10.7

What do the screens show for `CCOc1ccc(C)cc1S(=O)(=O)n1ccnc1`?
Autophagy HCS: inactive; MT stabilize HCS: 5.5; T cell HTS: inactive; Lipid droplet: -1.6; PhoP inhibition: -7.7%; b-catenin transl: 1.5; Insulin prom up: 0.37; Dynein transport: -0.131; Dynein transport cytoplasmic EGFP: -0.255; Dynein transport nuclear GR-EGFP: -0.269; Dynein transport cell count: 0.0444; Insulin prom up cell count: 1114; Lipid droplet cells 6.5 µM: 636; b-catenin transl cell count 5 µM: 1036; T cell HTS vesicle-bound %: 20.9; MT stabilize HCS Hoechst-high %: 1.5; MT stabilize HCS cytotoxicity %: 3.1; Autophagy HCS cell loss 18 h: -4.2

Results for CCC(=O)Nc1ccc(C(=O)CSc2nc3ccccc3[nH]2)cc1 ?
Autophagy HCS: inactive; MT stabilize HCS: 3.2; CSM14.1 death rescue: -0.5%; T cell HTS: inactive; Lipid droplet: 13.6; PhoP inhibition: 0.5%; b-catenin transl: 0.5; Dynein transport: -1; Dynein transport cytoplasmic EGFP: -0.289; Dynein transport nuclear GR-EGFP: 0.0785; Dynein transport cell count: 1.2; Lipid droplet cells 6.5 µM: 605; b-catenin transl cell count 5 µM: 999; T cell HTS vesicle-bound %: 54.9; MT stabilize HCS Hoechst-high %: 2.6; MT stabilize HCS cytotoxicity %: 7.1; Autophagy HCS cell loss 18 h: -7.0

How did Nc1ncnc(NCc2ccc(F)cc2)c1[N+](=O)[O-] do in these assays?
Autophagy HCS: inactive; MT stabilize HCS: 2.9; CSM14.1 death rescue: -0.1%; T cell HTS: inactive; Lipid droplet: 2.4; PhoP inhibition: -2.9%; b-catenin transl: 0.4; Insulin prom up: -0.63; Dynein transport: -0.856; Dynein transport cytoplasmic EGFP: -0.278; Dynein transport nuclear GR-EGFP: -0.301; Dynein transport cell count: 0.191; Insulin prom up cell count: 1328; Lipid droplet cells 6.5 µM: 648; b-catenin transl cell count 5 µM: 1456; T cell HTS vesicle-bound %: 19.1; MT stabilize HCS Hoechst-high %: 1.7; MT stabilize HCS cytotoxicity %: 1.5; Autophagy HCS cell loss 18 h: -12.5

Results for c1cncc(-c2nn3c(Cn4cnc5ccccc54)nnc3s2)c1 ?
Autophagy HCS: inactive; MT stabilize HCS: 4.1; CSM14.1 death rescue: 0.7%; T cell HTS: inactive; Lipid droplet: -4.9; PhoP inhibition: -1.3%; b-catenin transl: 0.2; Insulin prom up: 0.03; Dynein transport: 0.22; Dynein transport cytoplasmic EGFP: -0.249; Dynein transport nuclear GR-EGFP: 0.0304; Dynein transport cell count: 0.143; Insulin prom up cell count: 1691; Lipid droplet cells 6.5 µM: 628; b-catenin transl cell count 5 µM: 1078; T cell HTS vesicle-bound %: 51.6; MT stabilize HCS Hoechst-high %: 2.3; MT stabilize HCS cytotoxicity %: 3.0; Autophagy HCS cell loss 18 h: -2.1

Results for O=C1/C(=C/c2ccccc2)Nc2ccccc21 ?
Autophagy HCS: inactive; MT stabilize HCS: 2.3; CSM14.1 death rescue: -2.4%; T cell HTS: inactive; PhoP inhibition: 2.7%; b-catenin transl: -0.1; Insulin prom up: -0.4; Dynein transport: 1.15; Dynein transport cytoplasmic EGFP: -0.195; Dynein transport nuclear GR-EGFP: 0.237; Dynein transport cell count: 0.286; Insulin prom up cell count: 1615; b-catenin transl cell count 5 µM: 1380; T cell HTS vesicle-bound %: 28.1; MT stabilize HCS Hoechst-high %: 1.8; MT stabilize HCS cytotoxicity %: 12.5; Autophagy HCS cell loss 18 h: 2.8

What do the screens show for `CCOc1ccc(C(=O)N/N=C/c2ccc(-c3ccc(S(=O)(=O)Nc4ncccn4)cc3)o2)cc1`?
Autophagy HCS: inactive; MT stabilize HCS: 2.1; CSM14.1 death rescue: -1.6%; T cell HTS: inactive; Lipid droplet: 7.3; PhoP inhibition: -3.8%; b-catenin transl: -0.1; Dynein transport: -0.374; Dynein transport cytoplasmic EGFP: -0.241; Dynein transport nuclear GR-EGFP: 0.377; Dynein transport cell count: 0.426; Lipid droplet cells 6.5 µM: 781; b-catenin transl cell count 5 µM: 1134; T cell HTS vesicle-bound %: 47.6; MT stabilize HCS Hoechst-high %: 1.9; MT stabilize HCS cytotoxicity %: 7.4; Autophagy HCS cell loss 18 h: -11.9

Results for O=C(Nc1ccc(Cl)c([N+](=O)[O-])c1)c1cnccn1 ?
Autophagy HCS: inactive; MT stabilize HCS: 1.7; CSM14.1 death rescue: -1.0%; T cell HTS: inactive; Lipid droplet: -29.0; PhoP inhibition: -0.8%; b-catenin transl: -1.8; Insulin prom up: 0.22; Dynein transport: 0.411; Dynein transport cytoplasmic EGFP: 0.052; Dynein transport nuclear GR-EGFP: 1.07; Dynein transport cell count: -2.89; Insulin prom up cell count: 1470; Lipid droplet cells 6.5 µM: 674; b-catenin transl cell count 5 µM: 492; T cell HTS vesicle-bound %: 53.1; MT stabilize HCS Hoechst-high %: 1.9; MT stabilize HCS cytotoxicity %: 0.7; Autophagy HCS cell loss 18 h: -3.6

How did CCc1nnc(NC(=O)CSc2nnc3ncccn23)s1 do in these assays?
Autophagy HCS: inactive; MT stabilize HCS: 0.7; CSM14.1 death rescue: -0.8%; T cell HTS: inactive; Lipid droplet: -7.6; PhoP inhibition: -3.4%; b-catenin transl: 2.5; Insulin prom up: 0.63; Dynein transport: 1.17; Dynein transport cytoplasmic EGFP: -0.222; Dynein transport nuclear GR-EGFP: 0.905; Dynein transport cell count: -0.699; Insulin prom up cell count: 1862; Lipid droplet cells 6.5 µM: 638; b-catenin transl cell count 5 µM: 1149; T cell HTS vesicle-bound %: 52.3; MT stabilize HCS Hoechst-high %: 3.1; MT stabilize HCS cytotoxicity %: 8.4; Autophagy HCS cell loss 18 h: 0.8
